mcGAS RapidFire: blocks mouse cGAS cGAMP production | recombinant mouse cGAS, cGAMP by RapidFire MS | inhibition, % at 12.5 µM | 130,000 compounds, 0.18% hits;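 active = inhibition of cGAS enzyme activity at or above 60%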;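 also: enzyme stimulated by 45 bp dsDNA with ATP and GTP substrates; cGAMP share of summed cGAMP plus half ATP and half GTP signals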
Target sequence (Q8C6L5 whole entry, looked up): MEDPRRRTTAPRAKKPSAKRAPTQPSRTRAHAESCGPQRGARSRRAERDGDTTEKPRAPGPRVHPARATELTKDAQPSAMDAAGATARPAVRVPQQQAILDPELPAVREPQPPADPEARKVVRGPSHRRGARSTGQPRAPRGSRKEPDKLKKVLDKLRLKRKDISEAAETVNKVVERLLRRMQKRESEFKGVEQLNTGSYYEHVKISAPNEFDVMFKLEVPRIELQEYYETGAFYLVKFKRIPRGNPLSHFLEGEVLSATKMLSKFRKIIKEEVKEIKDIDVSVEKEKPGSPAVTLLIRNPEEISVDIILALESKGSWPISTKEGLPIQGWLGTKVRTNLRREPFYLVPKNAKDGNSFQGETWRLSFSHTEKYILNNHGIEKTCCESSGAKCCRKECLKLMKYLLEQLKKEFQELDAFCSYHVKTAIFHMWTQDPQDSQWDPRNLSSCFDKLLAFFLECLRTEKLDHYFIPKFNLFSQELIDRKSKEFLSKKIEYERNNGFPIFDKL
Active calls of the source: *; & = joins results of further samples.

SMILES | mcGAS RapidFire
O=C(CCc1ccccc1)N1CCCC(Cn2cc(-c3cccnc3)nn2)C1 (configuration not stated) | -14
CCc1ccc(NC(=O)Cn2nnc(-c3c(F)cccc3Cl)n2)cc1 | -7
CC(CNC(=O)Cn1cnnn1)c1c(Cl)cccc1Cl (configuration not stated) | 1
O/N=C1\CCCCCC1NO (configuration not stated) | 8
O=C(NC1CCN(C(=O)CCCn2c(=O)oc3ccccc32)CC1)c1ccccc1 | -11
CC(Sc1nnc(NCc2ccco2)s1)C(=O)Nc1ccccc1 (configuration not stated) | -1
O=[N+]([O-])c1ccc(/C=C(Cl)/C=N/n2cnnc2)cc1 | -24
CN(CC1CCCN(CCc2ccccc2F)C1)C(=O)c1cccc(F)c1 (configuration not stated) | -5
c1ccc(C2NCCc3[nH]cnc32)c(Cn2cccn2)c1 (configuration not stated) | -16
CN(C)c1ccc(NC=CC(=O)C(F)(F)F)cc1 | -4
Cc1ccccc1NC(=O)C1C(=O)N(CCO)C2(C)CC1c1ccccc1O2 (configuration not stated) | -8
Cc1ccc2nc(CSc3[nH]c(=O)cc(C(F)(F)F)c3C#N)cc(=O)n2c1 | -8
O=C(NNC(=O)c1cc(Br)c[nH]1)c1ccsc1 | -29
COC(=O)C(Cc1ccccc1)NC(=O)C1(C(=O)OC)CC1 (configuration not stated) | 8
CC1(C(=O)NS(C)(=O)=O)CCN1C(=O)CCc1ccccc1 (configuration not stated) | -1
Cc1cccnc1CN1CCN(C(=O)c2ccc(CO)o2)CC1 | -10
COc1ccc(C2CC(c3ccc(Br)cc3)=Nc3nnnn32)cc1OC (configuration not stated) | -8
O=C(NCC(O)C1CC1)NC1CC1C1CCCCC1 (configuration not stated) | -5
CCC(C(=O)Nc1c(C)nc2sc(C)c(C)n2c1=O)c1ccccc1 (configuration not stated) | -10
COc1ccc(/C=C/C2=NC(=C\c3cccc4ccccc34)/C(=O)O2)cc1 | 2
O=C(c1ccc2c(c1)OCO2)C1CCCN(Cc2nc3ccccc3s2)C1 (configuration not stated) | -7
COc1ccc(CN2CCN(Cc3ccc(C#CC(C)(C)O)s3)CC2CCO)cc1C (configuration not stated) | -3
CC(=O)N1CCc2cc(NC(=O)C3(C)CCN3CCc3ccccc3)ccc21 (configuration not stated) | 1
CCOC(=O)c1ccc(NCC(=O)Nc2cc(C)on2)cc1 | 3

Looked up above:
Result of `COc1ccc(/C=C/C2=NC(=C\c3cccc4ccccc34)/C(=O)O2)cc1` under mcGAS RapidFire: 2
Result of `O=C(NCC(O)C1CC1)NC1CC1C1CCCCC1` (configuration not stated) under mcGAS RapidFire: -5

Continued.
SMILES | mcGAS RapidFire
O=C(NC(c1ccccc1)C1CC1)c1ncc(Cl)c(Cl)c1Cl (configuration not stated) | -3
CCC(CO)NC(=O)Cc1ccc(NC(=O)C2CC2C)cc1 (configuration not stated) | -14
COC(C)c1nc(CN2C(=O)c3cccc4cccc2c34)cs1 (configuration not stated) | 21
CCN(Cc1ccccc1)C(=O)Cn1nc2cc(-c3ccccc3)nc(C)n2c1=O | -5
Cc1cc(C)nc(NNc2ncnc(N)c2[N+](=O)[O-])n1 | -6
CC(Oc1ccccc1Cl)C(=O)N1CCOC(COCc2ccc(F)cc2Cl)C1 (configuration not stated) | -7
Cc1cc(C(=O)NCCSc2ncn[nH]2)c(NC(=O)C(C)(C)C)s1 | -20
Cc1cc(C(=O)N(Cc2ccccn2)c2nc3c(C(C)C)cccc3s2)no1 | -3
c1ccc2oc(N3CCN(Cc4ccc(-n5cncn5)cc4)CC3)nc2c1 | -13
O=C(NC1CC1c1cccc(Cl)c1)C1CCCN(C(=O)C2CC2)C1 (configuration not stated) | -12
O=C(CN1CCCCCC1=O)OCc1csc(-c2ccco2)n1 | 13
CCC(CC)C(CNC(=O)Nc1ccn(CCOC)n1)N(C)C (configuration not stated) | -2
O=C(Nc1ccc(-c2cccc(F)c2)cc1)C1CCCN(C(=O)C2CCOCC2)C1 (configuration not stated) | -7&0
COc1cc(-c2nnc(CSc3nnc(-c4ccco4)o3)o2)cc(OC)c1OC | -51
O=C(CCS(=O)(=O)Cc1csc(C2CCCCC2)n1)Nc1ccccc1 | -6
Cc1ccccc1C(N)C(C)(C)C (configuration not stated) | -6
O=C(c1ccccc1)c1ccc2c(c1)N=C1CCCC(=O)C1C(c1ccc3c(c1)OCO3)N2 (configuration not stated) | -11
COc1ccc([C@@H](C)NC(=O)[C@@H]2C[C@H](NC(=O)c3cccc(C)c3)CN2C)cc1 | -1
Cc1c(=O)n(OCc2cccc(F)c2)c2ccccc2[n+]1[O-] | 3
COc1ccccc1-c1cc(-c2ccccc2)nc(SCC(=O)OCc2ccccc2)c1C#N | -9
O=C(CCCS(=O)c1ccc(Br)cc1)N1CCCC1 (configuration not stated) | -13
Cc1cc(-n2cccn2)ccc1CN1CCCC(CO)(Cc2ccccc2)C1 (configuration not stated) | -4
Cc1nn(-c2cc(Nc3c(F)cccc3F)ncn2)c(N)c1C#N | -1
Nc1cc(-c2ccc(CN3CCCC3)cc2)c2cc[nH]c2n1 | 6

Exported as labelled records: part of the list above
O=C(CCCS(=O)c1ccc(Br)cc1)N1CCCC1 (configuration not stated)
  mcGAS RapidFire = -13

Cc1c(=O)n(OCc2cccc(F)c2)c2ccccc2[n+]1[O-]
  mcGAS RapidFire = 3

O=C(Nc1ccc(-c2cccc(F)c2)cc1)C1CCCN(C(=O)C2CCOCC2)C1 (configuration not stated)
  mcGAS RapidFire = -7&0

O=C(CCS(=O)(=O)Cc1csc(C2CCCCC2)n1)Nc1ccccc1
  mcGAS RapidFire = -6

Carrying on:
SMILES | mcGAS RapidFire
Cc1cc(NC(=O)C(C)Oc2ccc(Cl)cc2)ccc1N1CCCC1=O (configuration not stated) | 1
COCC(=O)NCc1cccnc1N1CCN(c2ccccc2C)CC1 | -9
CCOC(=O)CSc1nc(C)c(Oc2ccccc2)c(=O)[nH]1 | -14
C/C=C/c1cc(CN2CCN(S(=O)(=O)c3ccc(C)cc3)CC2)c(O)c(OC)c1 | -10
CN(C)c1oc(COc2ccc(F)cc2)nc1C#N | 6
CCCc1nc(C(=O)N2CCn3c(C(N)=O)cnc3C2)cs1 | -17
CC(=O)NCCc1cc2c(cc1CC#N)OCO2 | -4
O=C(Cc1ccccc1Br)N(CC1CCOC1)C1CC1 (configuration not stated) | -3
Cc1[nH][nH]c(=O)c1C(c1cc2c(cc1Br)OCO2)c1c(C)[nH][nH]c1=O | 3
O=S(CCN1CCCN(c2nccs2)CC1)c1ccccc1 (configuration not stated) | -9
COc1cccc(C(=O)N2CCC2(C)C(=O)O)c1 (configuration not stated) | 6
FC(F)(F)CCc1ccnc(NC2CCOC2)n1 (configuration not stated) | -4

Seven entries from above, with values ahead of the structure.
mcGAS RapidFire	compound
-17	CCCc1nc(C(=O)N2CCn3c(C(N)=O)cnc3C2)cs1
-4	CC(=O)NCCc1cc2c(cc1CC#N)OCO2
-3	O=C(Cc1ccccc1Br)N(CC1CCOC1)C1CC1 (configuration not stated)
3	Cc1[nH][nH]c(=O)c1C(c1cc2c(cc1Br)OCO2)c1c(C)[nH][nH]c1=O
-9	O=S(CCN1CCCN(c2nccs2)CC1)c1ccccc1 (configuration not stated)
6	COc1cccc(C(=O)N2CCC2(C)C(=O)O)c1 (configuration not stated)
-4	FC(F)(F)CCc1ccnc(NC2CCOC2)n1 (configuration not stated)

Three entries already listed, arranged by formula weight, largest number first.
SMILES | mcGAS RapidFire
O=C(Cc1ccccc1Br)N(CC1CCOC1)C1CC1 (configuration not stated) | -3
FC(F)(F)CCc1ccnc(NC2CCOC2)n1 (configuration not stated) | -4
CC(=O)NCCc1cc2c(cc1CC#N)OCO2 | -4

Following part
SMILES | mcGAS RapidFire
CN(C)c1ncccc1CNC(=O)Cc1ccc(O)c(F)c1 | -17
Cc1noc(C)c1S(=O)(=O)N1CCCN(C(=O)C2=Cc3cc(Cl)ccc3OC2)CC1 | -23
CC(C)N1CCNC(=O)C1CC(=O)NC1CCN(Cc2ccccn2)CC1 (configuration not stated) | -5
Cc1ccc2cccc(OC(=O)c3ccco3)c2n1 | 9
Cc1cccc(C)c1OCC(O)Cn1cnc2cc(F)ccc2c1=O (configuration not stated) | -6
Cc1nn(C2CCS(=O)(=O)C2)c(C)c1C=Cc1nc2ccccc2o1 (configuration not stated) | -4
O=C(CCN1C(=O)NC2(CCCC2)C1=O)N1CCN(S(=O)(=O)c2cccs2)CC1 | -9
CCc1ccc(C(=O)Nc2ccc(Br)cc2)s1 | -8
CCc1noc(C(C)N2CCOC(Cn3cncn3)C2)n1 (configuration not stated) | -9
Cc1ccc(-c2cn3c(=S)[nH]nc3s2)cc1 | -10
CC(CNC(=O)CCc1ccc(Cl)s1)CN1CCCCC1 (configuration not stated) | -6
CC(NC(=O)c1ccc2ccccc2n1)c1ccc(Cl)c(Cl)c1 (configuration not stated) | -8
CCS(=O)(=O)CCn1ccc(NC(=O)C2=C(Cl)CCCC2)n1 | -11
CC(=O)Nc1ccc(CNc2nc(NCCN(C)C)nc3cc(-c4ccccc4)sc23)cc1 | 5
O=C(O)CN1C(=O)CNC1=O | 17
COCC1(C(=O)NCc2nc(-c3ccccc3)n[nH]2)CCC1 | 6
CCN(CC)C(=O)[C@@H]1C[C@@H](N)CN1C1CCN(c2ccc3c(c2)CCC3)CC1 | -7
Cc1cc(Nc2ccc3c(n2)C(=O)N([C@H](C)C(=O)NC2CC2)C3)n(C)n1 | 6
CCOC(=O)c1c(C)[nH]c(C(=O)OCC(=O)N(C)C)c1C | -11
CCC(C)NC(=O)CN1C(=O)NC(CC)(c2ccccc2)C1=O (configuration not stated) | -5
Cc1nc(C(C)C)ncc1C(=O)N(C)Cc1snnc1C | 0
CCN(C)C(=O)C1CN(C(=O)c2ccccc2C)CC1c1cccc(C(F)(F)F)c1 (configuration not stated) | 5
Cc1ncc(CSSCc2cnc(C)c(O)c2CO)c(CO)c1O | 1
Cc1ccc(C(CN2CCOCC2)NS(=O)(=O)c2cc(Cl)ccc2Cl)cc1 (configuration not stated) | -2
CN1CCC2(CC1)CN(C(=O)c1ccc(Oc3ccccc3)o1)CCN2C | -5
O=C(c1cccnc1SC/C=C/c1ccccc1)N1CC[C@H](O)C1 | -19
O=C1CCCN1CCC1CCCCN1C(=O)NCCc1ccc(F)cc1 (configuration not stated) | -8
COc1ccc(N2CCN(C(=O)COc3ccc([N+](=O)[O-])cc3)CC2)cc1 | -7
COc1cc(C(=O)NNC(=O)COc2cc(C)c(Cl)c(C)c2)cc(OC)c1OC | -5
Fc1ccc(Oc2cncc(OCc3ccccc3)n2)cc1 | 2
C=CCn1c(C)c(C)n2c3c(=O)n(Cc4ccccc4)c(=O)n(C)c3nc12 | -6
Cc1ccc(-n2cc(C(=O)N3CCC(NC(=O)Cc4cccs4)CC3)nn2)cc1 | -1
Cn1cnnc1C1CCN(CN2C(=O)C(=O)c3cc4c(cc32)OCCO4)CC1 | 1
C#CCNC(=O)NCc1[nH]ncc1Br | -1
CCn1nc(C(C)C)cc1C(=O)N1CCn2c(C(N)=O)cnc2C1 | -15
COc1cccc(-c2ncc(CN3CCC(O)(CO)CC3)s2)c1 | -1
Cc1nc(C(C)NC(=O)CN2C[C@@H](C)O[C@@H](C)C2)n[nH]1 (some centres not stated) | -3
O=C1CC(NS(=O)(=O)N2CCOCC2)CN1Cc1ccc(F)cc1 (configuration not stated) | -2
COc1cc(-c2ccc(C)c(C)c2)ncn1 | -18
CC1(C)CC(=NNCCC#N)CC(=[N+]2CCCC2)C1 | -17
CCN1CC(CN(C)c2nc3nonc3nc2N2CCCCCC2)CC1=O (configuration not stated) | -8
CCCCNC(=O)c1c(-c2ccccc2Cl)noc1C | -2
NS(=O)(=O)CCCC(=O)NCC12CC3CC(CC(C3)C1)C2 | -14
Cc1ccc(-c2nc3ccc(Br)cn3c2Nc2ccc3c(c2)OCO3)o1 | 10
CC(=O)Nc1ccc(CN2C(=O)C(C)ON=C2c2cccc3ccccc23)cc1 (configuration not stated) | 6
COc1ccc(OCC(=O)N=Nc2c(O)[nH]c3ccccc23)cc1 | -9
Cn1cc(OCc2ccccc2)c(=O)cc1C(=O)NCCc1ccc(S(N)(=O)=O)cc1 | -1
Cc1cnc(C(=O)OC(C)C(=O)NC(N)=O)cn1 (configuration not stated) | -5
C[n+]1ccc2ccccc2c1 | -2
Cc1nn(-c2ccc(Cl)cc2Cl)c(Oc2ncnc(Cl)c2N)c1C | -2
CC1=NN(Cc2c(F)cccc2Cl)c2nc3c(c(=O)n(C)c(=O)n3C)n2C1C (configuration not stated) | 0
Cc1ccc(C)c(-n2c(SCC(=O)N(C)C)nc3ccccc3c2=O)c1 | -14
CC1(C)C2([N+](=O)[O-])CN3CC1([N+](=O)[O-])CN(C2)C3c1ccccc1 (configuration not stated) | -2
Cc1cc(O)c(-c2ccn[nH]2)c(=O)o1 | -3
CC1(C)S[C@@H]2[C@H](NC(=O)C(N)c3ccc(O)cc3)C(=O)N2[C@H]1C(=O)O (some centres not stated) | 1
COc1cc(/C=N\NC(=O)CSc2nnc(-c3ccccc3)n2-c2ccccc2)cc(OC)c1OC(C)=O | -7
CC(C)(C)CC(=O)N1CC(C(=O)N2CCCC2)C(c2ccccc2)C1 (configuration not stated) | -5
CCc1ccc(C(=O)CCC(=O)NCC(=O)NC(C)(C)C)cc1 | 2
COc1cc(CCNC(=O)CSc2nnc(C(F)(F)F)n2C)ccc1OC(F)F | -4
COc1ccc(-c2ccc(C)c(NC(=O)C3CCCC3)c2)nn1 | -2
Later entries
SMILES | mcGAS RapidFire
CCCCN1C(SCC(=O)NCc2cccs2)=NS(=O)(=O)c2ccccc21 | -5
Cc1ccc(S(C)(=O)=O)cc1S(=O)(=O)N(C)CCc1ccncc1 | -15
CN(Cc1nc2ccccc2c(=O)[nH]1)C(=O)/C=C/c1cc(Cl)c2c(c1)OCCCO2 | -2
CC1CN(c2ccccc2)c2nc3c(c(=O)n(CC(=O)c4ccccc4)c(=O)n3C)n2C1 (configuration not stated) | -4
COc1ccc(Sc2ccc(NC(=O)c3cc(C)no3)cc2Cl)cc1 | -53
Cc1c(-c2ccccc2F)[nH]c2ccc(CNc3cnccn3)cc12 | 11
CC(=O)N1CCN(CC(=O)Nc2nc3ccc(F)cc3s2)CC1 | 1
O=C(c1cccnc1Oc1ccc(Cl)cc1)N1CCC(n2c(=O)[nH]c3ccccc32)CC1 | -5
CN(Cc1cnn(C)c1)C1CCCN(c2ccccc2Cl)C1=O (configuration not stated) | -5
COc1ccc(C)cc1C(C)NCC1CNc2cc(C)nn2C1 (configuration not stated) | -6
Cc1c(Br)c(C(N)=O)nn1C | -16

Screening data (PubChem)

This is a subset (hit frequency here may not be typical).
